# SUMO Mot1 rescue: blocks SUMOylation pathway, rescuing yeast Mot1-301 growth. growth rescue, % at 18.8 µM. hit rate 1% among 320,000. S. cerevisiae Mot1-301 growth rescue, ATP luminescence, 38.5C; percent above DMSO median, 100 means doubled;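 active = every valid replicate shows activation above 250% relative to neutral control wells; inactive = the rest, any valid replicate at or below 250%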;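 also: OY570 slx delta 5 strain wells were the positive control but not used for scaling; some compounds called inactive have numbers as strong as hits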
# PKA-R1A act: PKA-R1A complex activation. P00514+P68181. PKA-R1A dissociation, Cy5-IP20 fluorescence polarization; scaled: DMSO 0%, 113 µM cGMP 100%. activation, % at 11.4 µM. hit rate 0.083% among 340,000;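 active = percent activation above the mean of all tested compounds plus 3 SD, cut at about 19% in these data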;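 also: higher means more PKAc released from R1A so a rise in polarization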
# Ecoli viability: bacterial growth inhibition, counter-screen for AddAB inhibitors | E. coli V3065 growth, OD600 absorbance, 18 h | hit rate 0.27% among 330,000 | inhibition, % at 11.9 µM;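 active = inhibition above the campaign's mean inhibition across all tested compounds plus 3 SD, cut at about 9.9% in these data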;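 also: uninfected addAB+ strain grown without phage in ampicillin broth; 0% = DMSO wells and 100% = ciprofloxacin 0.95 µg/ml wells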
# MOR-DOR inv ag: inverse agonist of human OPRM1-OPRD1 heterodimerization; P35372+P41143; AID 504357; inhibition, % at 9.3 µM; cell-based MOR-DOR heterodimer luminescence, inverse agonism; hit rate 0.21% among 340,000; in the data active = inhibition above about 22%, passing the limit was not always enough;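 also: 0% = cells with DMSO and 100% = wells without cells with DMSO; values of inactives mirror those of a sister screen read the other way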
# AddAB inh: less growth of phage-infected E. coli with AddAB; E. coli expressing H. pylori AddAB, absorbance growth; hit rate 0.29% among 330,000; AID 435030; inhibition, % at 11.9 µM; in the data active = inhibition above about 12%;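 also: 0% = vehicle wells of infected cells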
# Tat export inh: inhibitors of E. coli Tat protein transport; E. coli MC4100 TorA-mCherry Tat export, fluorescence; inhibition, % at 10 µM; hit rate 0.036% among 340,000;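 active = mean replicate inhibition at least 50% and at least half of replicates individually reaching 50%; inconclusive = only one of the two criteria met; inactive = neither criterion met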;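 also: exported cargo escapes ClpAP degradation while cytoplasmic cargo is degraded and loses fluorescence; 0% = median of neutral control wells and 100% = median of NaSCN control wells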
# phage Ecoli inh: E. coli growth loss with phage present. growth absorbance. AID 651602. inhibition, % at 11.9 µM. hit rate 0.26% among 360,000; in the data active = inhibition above about 11%
# Arr AP2 block: human beta-arrestin and AP2 interaction inhibition | hit rate 0.31% among 340,000 | AID 504490 | inhibition, % at 10 µM | FITC-arrestin peptide / GST-AP2 beads, flow cytometry; AP2 beta2 appendage carries R879A mutation;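 active = inhibition above a set limit, near 3 SD of compounds lacking own fluorescence, cut at about 54% in these data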;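 also: plate controls were DMSO wells for no effect and 5 µM unlabelled arrestin peptide for full effect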
#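 System: GST-AP2 R879A bound to glutathione beads, E. coli-expressed. Also added: 50 nM FITC-arrestin peptide. Schedule: compound with beads 12 min RT, then probe 1 h RT. Signal: bead flow cytometry, FITC channel. Read-out basis: percent response.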
# DSG3 Ab inh: inhibitors of pemphigus antibody binding to human desmoglein-3; P32926; DSG3-coupled beads, scFv-anti-DSG3-GFP binding, flow cytometry; hits give low values; binding (percent of control), % at 10 µM; hit rate 0.48% among 310,000; AID 588358;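 active = binding more than 3 SD below its plate's average and above zero; inconclusive = below that plate limit but binding exactly zero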;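 also: hits lower antibody fragment binding to DSG3; some compounds called inactive have numbers as strong as hits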
# Target sequence (P32926 whole entry, looked up, the tested form may be a part): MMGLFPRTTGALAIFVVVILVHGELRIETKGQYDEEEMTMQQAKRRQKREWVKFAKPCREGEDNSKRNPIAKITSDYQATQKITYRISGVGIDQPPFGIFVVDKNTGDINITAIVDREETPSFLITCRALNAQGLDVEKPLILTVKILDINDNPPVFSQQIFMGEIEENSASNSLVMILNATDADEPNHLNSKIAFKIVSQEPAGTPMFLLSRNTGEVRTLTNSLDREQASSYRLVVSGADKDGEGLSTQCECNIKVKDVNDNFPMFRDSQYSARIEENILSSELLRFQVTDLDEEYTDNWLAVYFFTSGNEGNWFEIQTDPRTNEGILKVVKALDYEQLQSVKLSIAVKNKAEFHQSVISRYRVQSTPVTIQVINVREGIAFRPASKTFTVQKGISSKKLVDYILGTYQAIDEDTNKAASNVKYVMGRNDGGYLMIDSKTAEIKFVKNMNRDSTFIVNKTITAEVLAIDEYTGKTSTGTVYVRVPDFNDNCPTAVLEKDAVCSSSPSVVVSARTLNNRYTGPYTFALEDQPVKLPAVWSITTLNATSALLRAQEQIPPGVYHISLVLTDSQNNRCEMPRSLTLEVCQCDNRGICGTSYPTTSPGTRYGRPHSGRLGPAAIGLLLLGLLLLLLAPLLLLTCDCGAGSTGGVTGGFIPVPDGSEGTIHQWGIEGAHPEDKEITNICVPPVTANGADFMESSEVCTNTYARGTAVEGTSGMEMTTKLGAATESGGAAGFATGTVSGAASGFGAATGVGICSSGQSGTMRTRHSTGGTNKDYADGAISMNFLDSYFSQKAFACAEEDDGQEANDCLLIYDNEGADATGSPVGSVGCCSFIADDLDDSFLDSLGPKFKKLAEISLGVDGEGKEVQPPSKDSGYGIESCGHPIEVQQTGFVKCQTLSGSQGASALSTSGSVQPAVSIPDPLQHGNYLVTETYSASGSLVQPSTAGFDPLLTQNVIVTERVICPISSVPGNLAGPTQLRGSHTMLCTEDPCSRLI
# MOR-DOR ag: OPRM1-OPRD1 heterodimerization agonism; cells, luminescence; activation, % at 9.3 µM; hit rate 0.3% among 340,000; in the data active = activation above about 18%;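 also: 0% = vehicle-treated cells and 100% = reference agonist; values of inactives mirror those of a sister screen read the other way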
# PfHsp90 yeast 2: growth inhibition of yeast expressing Plasmodium Hsp90. S. cerevisiae expressing PfHsp90, BacTiter-Glo ATP, 48 h; yeast lacking PDR1 and PDR3 efflux regulators. inhibition, % at 9.4 µM. hit rate 0.32% among 310,000;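 active = every replicate shows inhibition above about 80%, whatever the replicate mean, limit read from the data; inconclusive = mean inhibition reaches the set limit but some replicate falls short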;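 also: 0% = DMSO neutral controls and 100% = 20 µM radicicol positive controls; yeast relying on Plasmodium falciparum Hsp90 in place of its own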
# Numbers without * were called inactive; i = inactive; u = inconclusive; x = not tested or not shown.
SMILES,SUMO Mot1 rescue,PKA-R1A act,Ecoli viability,MOR-DOR inv ag,AddAB inh,Tat export inh,phage Ecoli inh,Arr AP2 block,DSG3 Ab inh,MOR-DOR ag,PfHsp90 yeast 2
CCOc1ccc2nc(-c3ccc(OC)c(OC)c3)cc(C(=O)O)c2c1,x,-3,-0.9,-6,3.5,4,3.0,21,107,1.0,-11
Nc1cccc2c(=O)[nH][nH]c(=O)c12,x,i,x,2,x,10,i,19,95,-0.4,8
CCOC(=O)c1c(C)n(CC(O)CN(C)C)c2cc(Br)c(OC)cc12 (centres undefined),-11,-2,-1.2,15,-0.4,-8,3.7,-5,84,-3.0,9
CCCn1c(N)c(N(CCOC)C(=O)c2cc3ccccc3cc2OC)c(=O)[nH]c1=O,3,11,-0.7,-1,0.9,8,1.5,-1,x,0.3,10
CC(C)(C)c1nnc(NC(=O)NS(=O)(=O)c2ccccc2)s1,-11,0,1.8,10,0.9,u,3.8,0,101,-1.7,34
CC(Sc1n[nH]c(=O)n1Cc1ccccc1)C(=O)NCC1CCCO1 (centres undefined),x,-13,x,-8,x,3,3.7,14,98,1.2,x
CCN(CC)C(=O)CSc1nnc(-c2ccco2)n1N,0,-5,-0.8,14,2.1,9,2.7,-3,105,-3.0,x
CCc1[nH]nc(C(=O)N2CCCC(CNS(=O)(=O)c3cccs3)C2)c1C (centres undefined),0,4,0.8,4,5.4,-18,1.4,15,102,-0.7,20
O=C(/C(=N\Nc1ccc([N+](=O)[O-])cc1)Sc1nnnn1-c1ccccc1)c1ccccc1,168,-5,0.7,25,-1.1,-1,1.3,23,118,-4.7,-1
CC(=NNS(=O)(=O)c1ccc([N+](=O)[O-])cc1)c1ccc(C)cc1,x,-6,x,0,x,-4,1.5,-7,93,0.0,-19
COc1cc2c3nnc(-c4ccc(F)cc4)c-3cn(Cc3ccccc3)c2cc1OC,-20,-14,0.5,-11,0.0,5,3.1,-15,i,1.8,13
Cc1cccc(OCCCCCN2CCOCC2)c1,58,-12,x,15,x,0,0.4,-22,107,-3.0,0

# Profiles, quoted from the list.
# `CC(C)(C)c1nnc(NC(=O)NS(=O)(=O)c2ccccc2)s1` across the screens: SUMO Mot1 rescue: -11; PKA-R1A act: 0; Ecoli viability: 1.8; MOR-DOR inv ag: 10; AddAB inh: 0.9; Tat export inh: u; phage Ecoli inh: 3.8; Arr AP2 block: 0; DSG3 Ab inh: 101; MOR-DOR ag: -1.7; PfHsp90 yeast 2: 34
# `CCc1[nH]nc(C(=O)N2CCCC(CNS(=O)(=O)c3cccs3)C2)c1C` (centres undefined) across the screens: SUMO Mot1 rescue: 0; PKA-R1A act: 4; Ecoli viability: 0.8; MOR-DOR inv ag: 4; AddAB inh: 5.4; Tat export inh: -18; phage Ecoli inh: 1.4; Arr AP2 block: 15; DSG3 Ab inh: 102; MOR-DOR ag: -0.7; PfHsp90 yeast 2: 20

# More entries follow:
SMILES,SUMO Mot1 rescue,PKA-R1A act,Ecoli viability,MOR-DOR inv ag,AddAB inh,Tat export inh,phage Ecoli inh,Arr AP2 block,DSG3 Ab inh,MOR-DOR ag,PfHsp90 yeast 2
Cc1cc(C(N)=O)c2ccccc2n1,8,0,-2.2,16,-0.7,0,1.6,4,100,-2.8,9
CCC1=Nc2cc(C(=O)NCCCN3CCN(C)CC3)ccc2Sc2ccccc21,-2,6,-3.3,17,1.0,8,1.4,-10,110,-3.1,-11
O=C(NCc1ccccc1)c1nncc(-c2ccccc2)n1,30,5,0.3,10,3.4,17,1.8,18,95,-1.8,x
CCN(C(=O)c1ccc(N2CC3CC(C2)c2cccc(=O)n2C3)c(NC(=O)c2ccncc2)c1)c1cccc(C)c1 (centres undefined),-9,-16,-1.5,3,-0.8,2,2.4,9,95,-0.7,21
O=C(O)CSCC(=O)Nc1ccccc1,-5,-6,1.1,17,-0.7,1,1.6,1,128,-3.0,x
Cc1ccc(NC(=O)C2CC(=O)N(C(C)C)C2)cc1Cl (centres undefined),-5,2,0.8,6,-0.7,-4,1.8,7,113,-1.3,x
O=C(C[n+]1cc(-c2ccc(Cl)cc2)n2c1CCC2)Nc1nc(-c2ccc(F)cc2)cs1,248,-13,1.1,9,2.4,3,1.6,-10,109,-1.7,5
COc1ccc(/C=N/NC(=O)C2C3CCCCC32)cc1OC (centres undefined),-7,7,1.9,10,1.0,-3,2.6,1,93,-1.9,16
CC(C)NC(=O)c1nn(C)c2ccccc12,17,2,-2.4,2,-1.8,-3,4.2,-3,96,-0.3,9
COc1ccc(CCNC(=O)C(=O)c2c(C)[nH]c3ccccc23)cc1,2,-1,2.4,17,2.9,-8,-0.5,45,94,-3.4,-3
CCOC(=O)c1ccc(NC(=O)Cn2nnc(-c3ccccc3C)n2)cc1,21,-14,0.6,-33,0.4,14,1.4,1,100,5.5,-6
O=S(=O)(CCN1CCN(c2ccccn2)CC1)c1ccc(F)cc1,-4,-6,0.3,17,1.2,-4,1.9,0,x,-3.6,-20
O=C(C1=C[C@H](c2ccc(C(F)(F)F)cc2)C[C@H](OCCCCO)O1)N1CCOCC1,-13,-9,2.2,5,-1.6,-2,1.4,1,108,-0.8,-21
COc1ccc(CNC(=O)COC(=O)c2n[nH]c3ccccc23)cc1,0,2,-1.7,10,3.0,-1,1.7,-4,116,-2.3,11
Fc1ccc(N2Cc3ccsc3C=N2)cc1,41,-1,2.6,12,2.1,-8,5.0,5,105,-2.3,1
COc1ccc(C(=O)NNC(=O)Cc2ccc([N+](=O)[O-])cc2)cc1,-4,5,-0.9,10,2.9,-10,3.1,4,105,-2.0,10
O=C(c1ccc(=O)[nH]c1)N(Cc1ccco1)C1(C(=O)NC2CCCCC2)CCCCC1,18,-11,-2.6,-6,0.2,-1,2.5,6,95,1.1,10
COc1ccc(C(=O)CCN2CCN(c3ccc(OC)cc3)CC2)cc1,7,-3,-1.3,5,-1.7,-17,-0.8,-8,107,-1.1,-2
NC(=O)C1CCN(C(=O)CSc2nc3c(c(-c4ccccc4)n2)CCCC3)CC1,9,6,-0.3,18,-0.1,-3,0.3,1,99,-3.3,-12
Oc1ccc(Cl)cc1N=Cc1sc2ccccc2c1Cl,45,-7,-3.7,-24,-1.1,-4,4.3,3,102,4.9,-29
O=C(CSc1nnc2ccc(-c3ccncc3)nn12)c1cccs1,-14,0,1.3,2,2.2,-5,2.2,-2,93,-0.4,-1
CCOc1cnc(C(=O)NNC(=O)C(Br)C(C)C)o1 (centres undefined),6,-4,2.6,10,3.5,-7,2.9,8,98,-2.1,-2
COc1ccc(-c2noc3c2-c2nc(C(C)C)sc2CC3)cc1,-2,-16,-1.0,-1,3.8,-5,-2.2,7,100,0.2,0
NC(=S)Nc1cccc2[nH]ncc12,81,9,-1.4,11,-0.4,7,0.6,-3,104,-2.4,12
CCOc1ccc(N(CC(=O)NC(C)(C)C)C(=O)CCC(=O)Nc2nccs2)cc1,-8,-10,0.1,6,0.7,-2,-0.6,15,113,-1.3,4
Cc1nnc(NC(=O)c2cccc(S(=O)(=O)N3CCCC3)c2)s1,576*,-1,2.2,10,-0.8,2,1.3,-5,x,-2.0,-13
CC1CCCC(C)N1C(=O)COC(=O)C12CC3CC(CC(Cl)(C3)C1)C2 (centres undefined),-24,3,-0.5,-17,3.4,-6,1.1,31,99,3.2,-2
CC(Nc1cc(N2CCN(S(C)(=O)=O)CC2)ccc1[N+](=O)[O-])c1ccccc1 (centres undefined),2,-5,-2.2,8,0.3,1,2.7,-2,104,-1.5,17
CCC(=O)Nc1ccccc1C(=O)C(=O)Nc1ccccc1,4,-8,0.0,-20,1.1,5,4.2,-1,103,3.0,-3
Cc1cc(SCC(=O)Nc2ccc(O)cc2)n2ncc(-c3ccccc3)c2n1,-6,-9,0.2,4,0.9,-7,-2.4,9,88,-0.8,-9
C=CCN(Cc1nc(-c2ccc(OC)c(OC)c2)oc1C)C1CCS(=O)(=O)C1 (centres undefined),-1,-8,-1.0,-1,1.7,0,0.0,6,99,0.2,17
COc1ccc(OC)c(N(CC(=O)N2CCCCC2)S(=O)(=O)c2ccc(OC)c(OC)c2)c1,354,1,-0.6,25,0.6,-4,-3.0,18,111,-4.9,-14
CCOC(=O)c1cc2c(c(CCO)n1)[C@H](CCO)N(S(=O)(=O)C(C)(C)C)C2,x,-9,x,18,x,13,1.2,6,98,-3.9,33
CC(=O)Nc1ccc(OCC(=O)NCc2ccccc2)cc1,0,7,-0.6,17,1.6,-6,3.1,12,106,-3.7,31
[O-]/C(=C(\C(=S)Nc1ccc(SC(F)F)cc1)[n+]1ccccc1)c1cc(Cl)ccc1Cl,x,-6,0.4,1,1.6,-2,-0.9,2,102,-0.3,-20
O=C(COc1cccc(NC(=O)c2ccccc2)c1)c1ccc(F)cc1,-2,5,-1.0,0,3.4,2,5.3,-9,105,0.1,-29
Cc1ccc(NC(=S)NCCc2ccc(S(N)(=O)=O)cc2)c(C)c1,x,0,-3.0,12,0.3,-5,-0.2,-4,80,-2.1,13
N#CC1=C(N)OC2=C(C(=O)CC(c3ccccc3)C2)C1c1ccoc1 (centres undefined),17,-1,-0.2,4,1.5,4,2.5,-7,125,-0.8,2
CN(Cc1cccs1)S(=O)(=O)c1cccs1,4,0,-2.8,14,-0.3,2,1.7,10,99,-2.8,x
CC(=O)n1cc([C@H]2C=C(C(=O)N3CCOCC3)O[C@@H](OCc3ccc(CO)cc3)C2)c2ccccc21,-15,-3,-0.4,9,0.8,4,-0.7,x,96,-1.6,-6
Cc1ccc(CN2C(=O)CCC2(C)C(=O)NCc2cccnc2)cc1 (centres undefined),-7,-8,-1.5,9,1.9,-1,-2.9,0,x,-1.5,19
COc1ccc(-c2cc(-c3ccccc3)c(C#N)c(=S)[nH]2)cc1,-7,4,-0.9,16,0.3,0,1.4,-3,96,-3.0,-45
Cc1cc(C)n(C(=O)CCCCCCCC(=O)n2nc(C)cc2C)n1,553,2,-0.6,-10,-2.5,1,2.0,-3,104,1.7,16
Cc1ccc(-c2csc(N3CCN(S(=O)(=O)c4ccc5c(c4)NC(=O)CO5)CC3)n2)cc1,-13,-8,0.9,-10,2.4,-13,2.1,0,103,2.0,-23
CC(=O)NCCc1nc2cc(NC(=O)Nc3ccccc3)ccc2n1C,-14,0,-0.3,-9,-2.0,-3,-0.1,31,102,1.9,-17
CC(=O)C(Sc1nnnn1-c1ccc(O)cc1)c1ccccc1 (centres undefined),-19,9,-1.8,5,2.1,5,0.2,5,101,-1.2,-54
CCCc1cc(=O)[nH]c(SCC(=O)N2N=C(c3ccc(Cl)cc3)CC2c2ccco2)n1 (centres undefined),317,-8,-0.9,-7,3.7,13,3.8,0,112,1.3,-4
CC(C)=CCc1cc([C@@H]2COc3c(ccc4c3C=CC(C)(C)O4)C2)c(O)cc1O,-35,-2,-5.0,-66,0.7,12,4.9,-3,101,13,105*
COc1ccc(C)cc1NC(=O)CSc1nnc(-c2ccco2)n1Cc1ccco1,4,-4,0.8,9,-0.8,9,0.9,3,94,-1.7,x
